# Screening data from PubChem BioAssay.
# Caspase-1 inhib: allosteric or competitive inhibitors of human caspase-1; 75,000 tested, 0.03% active; Caspase-1 enzyme, Ac-WEHD-AFC fluorogenic rate; Potency, µM (top dose mostly 57.5 µM), without a hit: at the top dose activity change, negative = inhibition, hits mostly inhibitors; P29466;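 note: potency is the fitted concentration of half-maximal effect; plate controls were vehicle for no effect and no substrate for full effect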
# Target sequence (P29466 120-297 limits assumed): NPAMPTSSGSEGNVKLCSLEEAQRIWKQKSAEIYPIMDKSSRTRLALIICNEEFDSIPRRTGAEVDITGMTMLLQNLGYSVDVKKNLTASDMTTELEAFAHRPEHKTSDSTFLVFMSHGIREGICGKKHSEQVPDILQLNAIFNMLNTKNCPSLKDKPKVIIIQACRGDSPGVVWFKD
# Target sequence (P29466 317-404 limits assumed): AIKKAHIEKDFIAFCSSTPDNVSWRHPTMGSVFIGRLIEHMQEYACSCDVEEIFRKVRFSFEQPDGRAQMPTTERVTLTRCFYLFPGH
# BRCT inh green: inhibitors of human BRCA1 BRCT-phosphoprotein interaction (green fluorophore). P38398. BRCA1 BRCT-phosphopeptide binding, green fluorescence polarization. Potency, µM (top dose mostly 76.9 µM), for the others: at the top dose activity change, negative = inhibition, actives largely listed as inhibitors. 75,000 tested, 0.05% active. AID 875;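 note: potency is the fitted concentration of half-maximal effect; plate controls were peptide without protein for full effect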
#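 Fluorescence polarization: His-tagged BRCT (~35 kDa BRCA1 C-terminus, 250 nM) bound to 100 nM fluorescein-labeled phosphorylated 10-aa BACH1 peptide, pH 7.3 phosphate buffer with DTT and Tween 20. Compounds incubated 12 min at room temperature; inhibition read as lowered polarization.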
# 4-MU autofl: 4-MU region autofluorescence; max dye-equivalent concentration, M; compound autofluorescence, 340/450 nm, 4-MU equivalents; hits give high values; AID 589; 59,000 tested, 11% active; in the data active = max dye-equivalent concentration above about 10 nM; inconclusive = mostly about 1.1 nM to 9.6 nM
#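 Compounds in 100 mM Tris, pH 8.0, incubated 15 min at room temperature, then fluorescence read at 340 nm excitation/450 nm emission. Signal converted to 4-MU dye-equivalent concentration using an on-plate six-point 4-MU standard curve.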
# HEK293 cAMP cs: raises cAMP in parental HEK293 cells, TSHR agonist counter-screen. parental HEK293 CNG cAMP sensor, membrane potential fluorescence. Potency, µM (titrated, usually from 57.1 µM), inactives show at the top dose activation, most hits filed as activators. 73,000 tested, 2.5% active. AID 938; note: potency is the fitted concentration of half-maximal effect; % of control where 0% means no effect; nearly all actives have a fitted effect of over 55% in size
#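 Counterscreen for endogenous-receptor signalling: CNG-channel HEK 293 cells report cAMP rise by membrane depolarization. After 60 min dye equilibration with 100 uM RO 20-1724, compounds incubated 30 min before bottom-read fluorescence at 590 nm.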
# Casp7 inh: caspase-7 (human) inhibition, allosteric or competitive; P55210; recombinant caspase-7, Ac-DEVD-AFC fluorescence rate; Potency, µM (highest dose often 57.5 µM), inactives show top-dose activity change, negative = inhibition, hits mostly inhibitors; 75,000 tested, 0.02% active; active = well fitted inhibition curve with a large enough effect in the main read-out, with a control signal flat, not every such curve was filed as active; inconclusive = small, poorly fitted or top-dose-only effect, or a change in a side signal; note: potency is the fitted concentration of half-maximal effect; % of control where 0% means no effect
# Target sequence (P55210 24-198 limits assumed): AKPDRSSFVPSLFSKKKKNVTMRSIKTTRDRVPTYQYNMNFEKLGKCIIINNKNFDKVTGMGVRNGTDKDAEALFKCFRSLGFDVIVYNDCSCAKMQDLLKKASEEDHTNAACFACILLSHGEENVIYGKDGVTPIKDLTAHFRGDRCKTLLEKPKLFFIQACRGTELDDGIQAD
# Target sequence (P55210 207-303 limits assumed): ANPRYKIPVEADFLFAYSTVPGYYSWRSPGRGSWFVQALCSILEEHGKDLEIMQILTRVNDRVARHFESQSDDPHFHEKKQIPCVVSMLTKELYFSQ
# BRCT inh red: inhibitors of human BRCA1 BRCT-phosphoprotein interaction (red fluorophore); P38398; BRCT-phosphopeptide binding, red fluorescence polarization; Potency, µM (titrated, usually from 76.9 µM), for inactives: top-dose activity change, negative = inhibition, hits mostly inhibitors; 75,000 tested, 0.03% active; AID 892; note: % is set by controls: 0 for no effect and ±100 for the full control effect
#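 Fluorescence polarization: 100 nM His-tagged BRCA1 BRCT with 100 nM TAMRA-labelled phospho-BACH1 decapeptide, phosphate buffer pH 7.3 with 150 mM NaCl, DTT, 0.01% Tween 20; 12 min RT. Binding inhibition seen as FP decrease.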
# USP2a inhib: inhibitors of human ubiquitin-specific protease USP2a. O75604. Potency, µM (top dose mostly 38.3 µM), for the others: at the top dose activity change, negative = inhibition, actives largely listed as inhibitors. USP2a enzymatic assay, qHTS inhibition. 60,000 tested, 0.1% active;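 note: potency is the fitted concentration of half-maximal effect; nearly all actives have a fitted effect of over 60% in size; plate controls were DMSO for no effect and NEM full inhibition control for full effect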
#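 USP2 core (20nM final) preincubated 30 min RT with compound, then Ub-PLA2 20nM and NBD C6-HPC 20uM final added; buffer 20mM Tris-HCl pH 8.0, 2mM CaCl2. Fluorescence Ex 460/Em 535 read at 0 and 2.5 h; normalized to NEM.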
# Ub-GFP proteasome: proteasome inhibitors stabilizing ubiquitin-GFP reporter; Ubiquitin-GFP reporter cells, proteasome inhibition, GFP fluorescence; response scale: untreated = 0%, 10 µM MG-132 = 100%; Potency, µM (titrated, usually from 45.9 µM), without a hit: at the highest dose activation (GFP accumulation), most hits filed as activators; 67,000 tested, under 10 active; AID 526; active = well fitted activation curve with a large enough effect, not every such curve was filed as active; inconclusive = small, poorly fitted or top-dose-only effect, or another doubt; inactive = no such curve, though single readings can be large or run the other way; note: potency is the fitted concentration of half-maximal effect
#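 U2OS Ub(G76V)-GFP reporter; O/N plating, 0.5% FBS; cpd 46 uM–2.9 nM, 4 h, 37 °C; GFP+ cell count, 488/515 nm; norm. to basal vs 10 uM MG-132; CRC fit.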
# Fluorescein fluor: fluorescein region autofluorescence. AID 593. Compound autofluorescence, 480/540 nm, fluorescein-equivalent; hits give high values. 59,000 tested, 0.91% active. max fluorescein-equivalent concentration, M; in the data active = max fluorescein-equivalent concentration above about 10 nM; inconclusive = between about 1.1 nM and that limit
#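 Compounds were pin-transferred into 100 mM Tris buffer, pH 8.0, and incubated 15 min at room temperature. Fluorescence was read at 480 nm excitation/540 nm emission. Signals were normalized to an on-plate six-point fluorescein standard curve as dye-equivalent concentration.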
# A350 autofl: compounds fluorescent in Alexa 350 spectral region | Compound autofluorescence, 340/450 nm, Alexa 350 dye-equivalents; hits give high values | max dye-equivalent concentration, M | 59,000 tested, 11% active; in the data active = max dye-equivalent concentration above about 10 nM; inconclusive = mostly about 1.1 nM to 9.6 nM
# Epigenetic mod: epigenetic modulators derepressing GFP locus in mouse cells; mouse C127i GFP locus derepression, cytometry, 30 h; Potency, µM (highest dose often 46.1 µM), for the others: top-dose GFP derepression (activation); 68,000 tested, 0.09% active; AID 597; note: % of control where 0% means no effect
#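 Read-out is the number of GFP-positive cells, scored as fluorescent objects 20 to 120 um wide, reflecting derepression of a silenced CMV-GFP reporter in murine C127i cells after 30 h compound exposure at 37 C.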
# * marks the source's active call; other numbers are inactive results; i = inactive; ? = inconclusive; / = no result given; & = joins results of further samples; [ ] = remark or other dose. Unless noted, calls come from the whole dose curve; as a rule, active = well fitted curve in the direction sought with a large enough effect; inconclusive = small, poorly fitted or top-dose-only effect, or another doubt; inactive = no such curve, though single readings can be large; an effect the other way counts as inactive or inconclusive. A portion of the library (hit frequency here may not be typical).
# The line under a structure holds: A350 autofl	BRCT inh red	BRCT inh green	Ub-GFP proteasome	USP2a inhib	4-MU autofl	Epigenetic mod	Casp7 inh	HEK293 cAMP cs	Fluorescein fluor	Caspase-1 inhib
COc1ccc2nc(SCC(=O)Nc3ccc(S(=O)(=O)Nc4onc(C)c4C)cc3)[nH]c2c1
 : i	0.3%	-2.0%	0%	9%	i	-4%	3%	2%	?	1%
O=S1(=O)C=C(N2CCOCC2)c2ccccc21
 : /	-0.3%	-1.0%	-4%	-1%	/	2%	-4%	-9%	/	-5%
CSCCC(NC(=O)OC(C)(C)C)C(=O)NC(CC(C)C)C(N)=O (stereo not drawn)
 : i	0.6%	-1.1%	-3%	0%	i	0%	1%	-3%	i	0%
O=C1C2=CC[C@H]3C(=O)N(c4cccc(Oc5ccccc5)c4)C(=O)[C@@H]3[C@@H]2[C@H](O)[C@@H]2O[C@H]12
 : /	1.2%[15.4 µM]	-1.0%[15.4 µM]	/	/	/	/	-7%[11.5 µM]	4%[11.4 µM]	/	-5%[11.5 µM]
O=C(CSCc1nc2ccccc2[nH]1)N1CCN(c2cccc(Cl)c2)CC1
 : ?	-0.4%	-1.0%	-3%	42%[activator]	?	0%	-6%	?	i	-7%
COc1ccccc1NC(=O)Cn1c(=O)n2nc(C)nc2c2ccccc21
 : /	-1.8%	-0.1%	-3%	/	/	/	-1%	3%	/	0%
O=C(NCc1ccco1)c1ccc(Cl)c(S(=O)(=O)N2CCOCC2)c1
 : i	1.3%	-2.1%	5%	3%	i	-5%	1%	9%	i	-4%
Nc1nc(N)nc(CC(=O)O)n1
 : i	0.0%[15.4 µM]	-1.2%[15.4 µM]	-6%[9.17 µM]	/	i	-2%[9.22 µM]	-1%[11.5 µM]	4%[11.4 µM]	i	-3%[11.5 µM]
O=c1cc(CN2CCN(C/C=C/c3ccccc3)CC2)c2cc(O)ccc2o1
 : i	-0.2%	-0.1%	0%	45%[activator]	i	3%	-6%	11%	i	-1%
CCOC(=O)CCc1cccc2c1CCC2=O
 : i	-1.6%	-0.5%	17%	7%	i	10%	-1%	-1%	i	-1%
N/C(=N\S(=O)(=O)c1cccs1)c1ccccc1
 : i	-1.1%	-2.5%	-2%	1%	i	3%	0%	-2%	i	0%
CCOC(=O)c1[nH]c(C)c(CN(CCc2ccc(OC)c(OC)c2)C(=O)CCCC(=O)O)c1C
 : i	0.2%	-1.4%	-6%	12%	i	0%	1%	-3%	i	-1%
Clc1ccc(Cl)c(Cl)c1Cl
 : /	-1.0%	0.5%	/	/	/	/	0%	-9%	/	-1%
Cc1nc2c(OCc3ccccc3)cccn2c1CC#N
 : i	-1.7%	4.1%	-3%&-8%	3%	i	2%&-1%	1%	-9%&-6%	?	3%
O=C(COc1ccc(Cl)cc1)Nc1ccccc1N1CCOCC1
 : i	-0.2%	-2.8%	0%	-2%	i	1%	1%	16µM*	?	0%
O=C(CCn1cccc1)NCc1ccc2c(c1)OCO2
 : /	1.2%	-2.4%	/	/	/	/	-4%	-13%	/	-4%
COc1ccc(C(=O)NCC(c2cccnc2)N2CCN(c3ccccc3OC)CC2)cc1OC (stereo not drawn)
 : /	0.0%	0.0%	-3%	/	/	/	0%	4%	/	-1%
O=C(CN1CCN(c2ccc(F)cc2)CC1)OCc1ccccc1
 : i	-1.3%	-2.4%	-1%	6%	i	1%	0%	14%	i	-1%
COC(=O)c1nn(-c2c(C)n(C)n(-c3ccccc3)c2=O)cc1O
 : i	0.0%	-2.6%	-5%	-2%	i	1%	1%	-6%	i	2%
CCCC(=O)c1ccc(N2CCN(C(=O)c3ccccc3Br)CC2)c(F)c1
 : /	1.1%	0.0%	12%	8%	/	0%	-11%	?	/	-3%
O=C(c1cc2ncc(Br)cn2n1)N1CCN(C(=O)c2ccco2)CC1
 : i	-3.8%	-1.9%	-3%	0%	i	-2%	-1%	18%	?	3%
Cc1ccccc1OC(C)c1nc(-c2ccccc2)no1 (stereo not drawn)
 : i	-0.7%	-0.1%	-4%	-2%	i	2%	-1%	?	i	-1%
Cc1csc(NC(=O)CCn2c(=O)oc3ccccc32)n1
 : i	-0.2%	-4.3%	-6%	8%	i	6%	1%	9%	i	2%
CCn1c(=O)c2c(nc(SCc3ccccn3)n2C)n(C)c1=O
 : i	0.2%	-2.5%	10%	4%	i	3%	-1%	-2%	?	1%
COc1ccc(NC(=O)CNS(=O)(=O)c2cccc3nonc23)c(OC)c1
 : i	-1.3%	0.4%	14%	6%	i	1%	-3%	3%	i	2%
COc1ccccc1NC(=O)C1=C(C)NC2=C(C(=O)CCC2)C1c1ccc2c(c1)OCO2 (stereo not drawn)
 : 3.1e-08M*	-0.1%	-3.0%	3%	34%[activator]	3.6e-08M*	0%	-20%	-3%	i	-20%
N#Cc1ccsc1NC(=O)c1ccccn1
 : i	0.4%	-1.7%	3%	0%	i	0%	-2%	-1%	?	-1%
COCCNS(=O)(=O)c1ccc(OCC(=O)OC)c(Cl)c1
 : i	0.3%	0.7%	5%	2%	i	4%	2%	10%	i	1%
CC(C)NC(=O)N1CC2(CCN(C(=O)c3cc(C(F)(F)F)cc(C(F)(F)F)c3)CC2)C1
 : i	-1.4%	-2.0%	-7%	31%[activator]	i	0%[9.22 µM]	2%	?	i	-2%
COC(=O)c1nc2n(n1)C(c1cccc(Cl)c1)C1=C(CC(C)(C)CC1=O)N2 (stereo not drawn)
 : /	0.2%	-0.4%	14%	/	/	/	-1%	-3%	/	-2%
CCSc1nc(O)cc(=O)n1-c1ccc(OC)cc1
 : /	-0.1%	-0.6%	-3%	10%	/	-3%	0%	1%	/	-2%
C=CCSc1nnc(-c2cc(Br)ccc2N)c(=O)[nH]1
 : /	1.5%	-1.9%	1%	/	/	/	3%	?	/	-2%
O=C(NCCCN1CCOCC1)c1ccc(CS(=O)(=O)c2cccc(C(F)(F)F)c2)o1
 : i	0.9%	0.7%	8%	6%	i	-2%	-5%	9%	i	-1%
CCOC(=O)C1CCN(C2CC(=O)N(c3ccc(OCC)cc3)C2=O)CC1 (stereo not drawn)
 : i	1.7%	-1.5%	-7%	10%	i	0%	0%	13%	i	-1%
COC(=O)C/C=C\[C@H](C)[C@H](CO)NS(=O)(=O)c1ccc(C)cc1
 : /	0.1%[15.4 µM]	0.2%[15.4 µM]	/	/	/	/	0%[11.5 µM]	-2%[11.4 µM]	/	0%[11.5 µM]
Cc1onc(-c2ccccc2)c1C(=O)Nc1nc2c(s1)CCCC2
 : i	-1.6%	-1.3%	-6%	30%[activator]	i	4%	-2%	-4%	?	-1%
O=C1c2ccccc2C(=O)N1CCOCCN1C(=O)c2ccccc2C1=O
 : i	0.7%	-2.6%	0%	9%	i	3%	-3%	2%	i	1%
O=C(NCc1ccco1)c1cccc2ccccc12
 : i	-0.3%	-0.7%	8%	-5%	i	1%	5%	7%	i	1%
CCOC(=O)c1cc(C(=O)c2cc(F)ccc2O)coc1=N
 : 2.7e-07M*	1.2%	-1.7%	-10%	-6%	2e-07M*	1%	-11%	0%	?	-12%
COCCn1c(=O)c(CCc2ccccc2)nc2cnc(Oc3ccc(OC)cc3)nc21
 : i	0.1%	-0.6%	0%	86%[activator]	i	-3%[9.22 µM]	-4%	?	i	-5%
O=C(CN1C(=O)CSc2ccccc21)Nc1ccccc1C(=O)N1CCOCC1
 : i	0.3%	0.7%	0%	4%	i	-5%	-2%	5%	i	0%
NCCCNC(=O)c1cc2ccccc2[nH]1
 : i	1.0%	1.7%	3%	28%	i	0%	-2%	28%	i	2%

# Quoted at random: three entries already listed, in no set order.
# The line under a structure holds: A350 autofl	BRCT inh red	BRCT inh green	Ub-GFP proteasome	USP2a inhib	4-MU autofl	Epigenetic mod	Casp7 inh	HEK293 cAMP cs	Fluorescein fluor	Caspase-1 inhib
COC(=O)C/C=C\[C@H](C)[C@H](CO)NS(=O)(=O)c1ccc(C)cc1
 : /	0.1%[15.4 µM]	0.2%[15.4 µM]	/	/	/	/	0%[11.5 µM]	-2%[11.4 µM]	/	0%[11.5 µM]
O=C1c2ccccc2C(=O)N1CCOCCN1C(=O)c2ccccc2C1=O
 : i	0.7%	-2.6%	0%	9%	i	3%	-3%	2%	i	1%
COCCn1c(=O)c(CCc2ccccc2)nc2cnc(Oc3ccc(OC)cc3)nc21
 : i	0.1%	-0.6%	0%	86%[activator]	i	-3%[9.22 µM]	-4%	?	i	-5%

# Compounds above containing a thiophene ring, fused or not:
# The line under a structure holds: A350 autofl	BRCT inh red	BRCT inh green	Ub-GFP proteasome	USP2a inhib	4-MU autofl	Epigenetic mod	Casp7 inh	HEK293 cAMP cs	Fluorescein fluor	Caspase-1 inhib
N/C(=N\S(=O)(=O)c1cccs1)c1ccccc1
 : i	-1.1%	-2.5%	-2%	1%	i	3%	0%	-2%	i	0%
N#Cc1ccsc1NC(=O)c1ccccn1
 : i	0.4%	-1.7%	3%	0%	i	0%	-2%	-1%	?	-1%
